Assay outcomes as filed in PubChem BioAssay.
PERK inhibitor = blocks human PERK kinase. Q9NZJ5. CHO PERK-DD fusion, SEAP luminescence translation reporter. inhibition, % at 5.6 µM. actives 0.17% (n = 220,000);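 active means inhibition above the mean inhibition of all tested compounds plus 3 SD, set separately per screening campaign, cut at about 2.9% in these data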;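 further: PERK kinase domain activated by AP20187 dimerizer at 100 nM; 0% = DMSO with dimerizer and 100% = rapamycin at 8.4 µM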
Rad51 HR inh = blocks human Rad51 in homologous recombination; Q06609; actives 0.085% (n = 200,000); hRad51 DNA strand exchange, fluorescence dequenching; AID 1385; inhibition, % at 10 µM;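 active means inhibition above 40% at the single screening dose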;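 further: 0% = DMSO control wells and 100% = blanks with heterologous ssDNA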
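Assay system: Human Rad51 nucleoprotein filaments preassembled on unlabelled ssDNA | Reagent: Donor/quencher-labelled 47-bp dsDNA substrate | Doses: One concentration, 10 µM final | Times: 37 °C 15-min filament assembly, 30-min compound preincubation, 15-min exchange | Technique: Fluorescein emission 520 nm, excitation 485 nm | Benchmarks: Plate control and blank wells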
Furin inhibitor = inhibitors of human furin | P09958 | purified furin, fluorogenic substrate cleavage | inhibition, % at 30 µM | actives 0.061% (n = 220,000) | AID 463115; in the data active means inhibition above about 25%; further: inactives centre near -15
Target sequence (P09958 108-714 limits assumed): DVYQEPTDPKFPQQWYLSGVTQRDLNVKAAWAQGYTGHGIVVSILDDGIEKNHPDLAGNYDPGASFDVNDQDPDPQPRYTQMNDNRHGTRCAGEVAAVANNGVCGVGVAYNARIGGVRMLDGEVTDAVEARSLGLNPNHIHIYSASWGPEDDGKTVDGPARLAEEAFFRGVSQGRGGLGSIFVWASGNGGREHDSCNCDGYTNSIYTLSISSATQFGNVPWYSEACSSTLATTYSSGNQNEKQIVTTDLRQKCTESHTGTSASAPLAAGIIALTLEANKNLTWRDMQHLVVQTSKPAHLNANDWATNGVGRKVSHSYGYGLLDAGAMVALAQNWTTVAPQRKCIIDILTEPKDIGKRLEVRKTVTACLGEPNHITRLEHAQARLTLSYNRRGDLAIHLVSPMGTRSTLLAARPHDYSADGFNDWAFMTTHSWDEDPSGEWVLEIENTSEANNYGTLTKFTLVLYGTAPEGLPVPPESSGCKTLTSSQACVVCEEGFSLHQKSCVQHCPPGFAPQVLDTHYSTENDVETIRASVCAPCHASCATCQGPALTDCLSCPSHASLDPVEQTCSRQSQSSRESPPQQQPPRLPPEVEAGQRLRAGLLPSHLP
FXIa inh = factor XIa (human) inhibition; P03951; purified FXIa, Boc-Glu-Ala-Arg-AMC fluorogenic substrate; inhibition, % at 5 µM; actives 0.14% (n = 220,000); AID 798;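 active means inhibition of at least 40%; inactive means inhibition below 40%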;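 further: fluorescence of freed AMC excited at 355 nm; 0% = enzyme without compound and 100% = no enzyme blank; many of its hits are not listed in these tables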
Thrombin inh = inhibitors of human thrombin; P00734; alpha-thrombin, Boc-VPR-AMC fluorogenic substrate cleavage; inhibition, % at 5 µM; actives 0.26% (n = 220,000); AID 1046;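 active means inhibition at or above 40%; inactive means inhibition below 40%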;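 further: 0% = enzyme with no compound and 100% = wells without enzyme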
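System: human alpha-thrombin protein; Compound dosing: one concentration per compound, 5 µM, with 0.2% DMSO; Timing: reaction at room temperature; Technique: AMC fluorescence, 355/460 nm; Controls: enzyme without compound as high, wells lacking enzyme as low.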
Calpain2 inh = blocks pig calpain II enzyme activity; AID 1236; inhibition, % at 16 µM; purified calpain II, fluorogenic peptide substrate, 30 min; actives 0.37% (n = 220,000);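 active means inhibition above about 50%, limit read from the data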
KLK5 inh = blocks human kallikrein 5 protease activity; recombinant hK5, fluorogenic AMC substrate cleavage; inhibition, % at 5 µM; actives 0.59% (n = 210,000); AID 873;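 active means inhibition of 40% or more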;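 further: 0% = enzyme controls without compound and 100% = no-enzyme blanks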
Target sequence (Q9Y337 67-293 limits assumed): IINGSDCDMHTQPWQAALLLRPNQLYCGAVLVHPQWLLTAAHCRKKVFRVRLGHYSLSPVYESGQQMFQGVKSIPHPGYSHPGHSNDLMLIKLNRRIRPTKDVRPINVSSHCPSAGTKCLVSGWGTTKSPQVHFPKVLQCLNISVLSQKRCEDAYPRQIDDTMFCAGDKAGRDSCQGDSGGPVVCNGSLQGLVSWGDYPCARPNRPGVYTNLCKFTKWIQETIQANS
Cl transport mod = KCC2 (human) Cl- transport modulation. Q9H2X9. actives 2.2% (n = 190,000). B-score of Tl+ flux slope (higher = more flux/activation; lower = inhibition) at 10 µM. KCC2 cells, thallium flux FluoZin-2 fluorescence;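 active means thallium flux slope and its plate-corrected score both differing from the plate sample mean at a set confidence after two filtering rounds, in either direction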;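 further: slope of fluorescence scaled to starting intensity during 10 to 20 s after thallium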
FXIIa inh = inhibitors of human coagulation factor XIIa | P00748 | AID 800 | inhibition, % at 5 µM | actives 0.3% (n = 220,000) | purified FXIIa, Boc-QGR-AMC fluorogenic substrate, 2 h; in the data active means inhibition above about 40%;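 further: 0% = enzyme with no compound and 100% = blank without enzyme; many of its hits are not listed in these tables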
Starred values were filed as active, the others as inactive; i = inactive; x = no result given; [ ] = dose if it differs, or a comment. This is a subset, so the mix of outcomes need not match the whole.

SMILES | PERK inhibitor | Rad51 HR inh | Furin inhibitor | FXIa inh | Thrombin inh | Calpain2 inh | KLK5 inh | Cl transport mod | FXIIa inh
CC(C)CNC(=O)c1coc(=O)c(Br)c1 | -1.1 | 4 | -7[20 µM] | -7 | 5 | 21 | 2 | 0.098 | 0
CN(C)c1nc(Oc2ccc(=O)n(C)n2)nc(N2CCOCC2)n1 | 0.9 | 10 | -32[20 µM] | -3 | -1 | -7 | 0 | 0.61 | -7
COc1ccccc1NC(=O)/C(=C\c1cccs1)NC(=O)c1ccco1 | -0.2 | -2 | -8 | 1 | -1 | -3 | -1 | -0.62 | 10
CCn1c(COc2ccccc2C)nnc1SCC(=O)Nc1ccc2c(c1)OCCO2 | 0.5 | -6 | -30 | -1 | -6 | 30 | -20 | 0.12 | 5
Cc1ccc[n+](CC2OCc3ccccc3CO2)c1 | -0.3 | -38 | -17 | -3 | 1 | -24 | 1 | 0.24 | 9
Cn1c(SCc2ccccc2)nnc1-c1c[nH]c2ccccc12 | -0.4 | -5 | -14 | -8 | -10 | 15 | -31 | x | 3
COCCn1c(-c2ccc(OC)cc2)cnc1SCC(=O)Nc1cc(C)on1 | -0.6 | -7 | -11 | -2 | 2 | -37 | -22 | -0.36 | 14
COCc1c(C#N)c(NCCc2ccc(F)cc2)nc(C)c1[N+](=O)[O-] | -0.5 | -2 | -16 | -12 | -8 | 22 | -11 | -1.8 | 1
Cc1ccccc1Nc1nnc(SCc2cc([N+](=O)[O-])cc3c2OCOC3)s1 | -1.5 | -1 | -7[20 µM] | 0 | 2 | -8 | -2 | -1.1 | 7
COc1ccccc1N1CCN(C(=O)C2CC=CCC2C(=O)O)CC1 (stereo unspecified) | 0.0 | 0 | -17[20 µM] | -1 | 0 | 18 | -8 | -3.6* | 10
Cc1ccc(-c2ccnc(=S)[nH]2)cc1 | 0.4 | -7 | -16[20 µM] | -5 | -6 | 5 | 13 | x | 2
COC(=O)C(Cc1ccc(OC(=O)c2ccccc2C)cc1)N1Cc2ccccc2C1=O (stereo unspecified) | 0.3 | 3 | -12[20 µM] | -9 | -9 | 6 | -15 | x | 17
O=C(NCCCn1ccnc1)C(=O)NCC1OCCCN1S(=O)(=O)c1ccc(F)cc1 (stereo unspecified) | 2.0 | 3 | -17 | -5 | 3 | -11 | -15 | 0.36 | 0
COC(C/C=C/[C@H](O)COCc1ccccc1)OC | x | 8 | -2 | 24 | 27 | 13 | 15 | 0.26 | 31
Cc1cc(C(=O)N/N=C/c2ccccn2)n[nH]1 | 0.9 | 12 | -14 | -7 | -6 | -45 | -15 | -0.054 | 2
Cc1cc(NCCCN2CCOCC2)n2c(nc3ccccc32)c1C#N | -0.9 | -7 | -134 | -4 | -9 | i | -165 | -0.24 | -4
CCOC(=O)c1cc(-c2csc(-c3ccc(C(F)(F)F)cc3)n2)on1 | 1.8 | 7 | -24 | 3 | -4 | -8 | 13 | 1 | 5
COc1cccc(/C(O)=C2/C(=O)C(=O)N(CCN3CCOCC3)C2c2cccs2)c1 (stereo unspecified) | 0.6 | x | -16[20 µM] | -10 | -3 | 18 | 17 | x | -5
O=C(NN1C(=O)/C(=C/c2cccs2)SC1=S)c1cccnc1 | 0.2 | -18 | -20 | -2 | 3 | 13 | 1 | -1.7 | 16
Fc1cccc(Cl)c1CNc1ccc(N2CCCC2)cc1 | 0.2 | x | 0 | -1 | -3 | 24 | x | -1.2 | 5
Cc1cccc(NC(=O)c2cnc3n(c2=O)CCS3)c1 | -0.7 | -5 | -1[20 µM] | 7 | 2 | -8 | -9 | 0.46 | 16
CCOC(=O)c1c(C)[nH]c(C)c1C(=O)COC(=O)/C=C/c1ccc(Cl)cc1 | -0.3 | 17 | -17 | 6 | -2 | -2 | -5 | -2.1 | 14
Cc1ccc(-c2nn(-c3ccccc3)cc2C(=O)N2CCOCC2)cc1C | 0.6 | 11 | 2 | -6 | 1 | 10 | -10 | -0.37 | 2
COc1ccccc1CNC(=O)c1ccc2nc3[nH]c4ccccc4c3nc2c1 | 0.0 | -17 | -8 | -4 | 17 | -38 | 2 | -0.58 | 3
CC(C)C(OC(=O)CCCC(=O)Nc1nccs1)C(=O)NC1CCCCC1 (stereo unspecified) | 0.7 | 6 | -25 | -2 | -7 | -3 | 0 | -0.14 | 4
SMILES | PERK inhibitor | Rad51 HR inh | Furin inhibitor | FXIa inh | Thrombin inh | Calpain2 inh | KLK5 inh | Cl transport mod | FXIIa inh
S=C(Nc1cccnc1)NC1CCCCCCC1 | 0.5 | -3 | -28 | 2 | -6 | -7 | -23 | 0.14 | 2
CSCC[C@H](NC(=O)NC1CCCC1)C(=O)O | 0.8 | -23 | -20 | -2 | -3 | 29 | 5 | 1.5 | 0
CCOC(=O)c1nc2cc3n(c(C)c-2c1C)C(C)C(CC)=C3C (stereo unspecified) | -0.1 | -1 | -41[20 µM] | x | x | x | x | 0.45 | x
CSc1ccc(CN2C(=O)NC3(CCCCCC3)C2=O)cc1 | 0.8 | 9 | -17 | 5 | 1 | 18 | -21 | -0.069 | -3
CC(C)Nc1nc(NC(C)C)nc(N(C)C#N)n1 | 0.4 | 7 | -13 | -5 | -2 | -32 | -5 | -0.27 | 0
O=C(c1cccnc1)N1CCc2ccccc2C1 | 0.3 | 4 | -14 | -10 | -1 | 1 | -6 | 0.3 | 2
COC(=O)CN=Cc1c(O)n(-c2ccc(Cl)cn2)c(=O)c2ccccc12 | -0.5 | 2 | -4 | -4 | -6 | -1 | -6 | -1.3 | -2
CN(C(=O)c1cc2n(n1)C(C(F)(F)F)CC(c1ccco1)N2)c1ccccc1 (stereo unspecified) | -0.9 | 18 | -4 | 16 | -6 | 3 | -20 | 0.71 | 22
CC(C)(C)NC(=O)C(=O)NNC(=O)c1cccc(Br)c1 | 0.5 | x | -17 | -1 | -1 | -7 | x | 33* | 8
Cc1ccc(C(=O)NC(=S)Nc2cccc(NC(=O)c3ccccc3Cl)c2)cc1[N+](=O)[O-] | 1.4 | x | -3 | 6 | 3 | -48 | -4 | 0.13 | 6
Cc1ccc(S(=O)(=O)N2CCC(C(=O)O)CC2)cc1 | 1.7 | 3 | -23 | -2 | -3 | -38 | 3 | 0.26 | 8
COc1ccnc(NCc2ccc(Cl)cc2)c1C#N | 0.5 | -6 | -28[20 µM] | 0 | 0 | -31 | 3 | x | 0
COc1ccc(N(C(=O)Cc2cccs2)C2C=CS(=O)(=O)C2)cc1 (stereo unspecified) | 1.2 | x | -18 | 3 | 2 | -15 | 5 | x | 9
CCc1ccc(NC(=O)N(CCCOC(C)C)C2CCN(C(C)=O)CC2)cc1 | -0.1 | 2 | -24 | -4 | -5 | -8 | 0 | x | 5
Cc1ccc(CSc2nn3c(=O)c(C)nnc3s2)cc1 | 1.2 | -6 | -14 | 4 | 0 | -2 | 0 | 0.54 | 12
O=C1CC(c2cccc(Br)c2)C2=C(COC2=O)N1 (stereo unspecified) | 0.9 | 1 | -22 | 27 | 0 | 5 | 13 | 0.027 | 12
CCN(c1ccc2c(c1)OCO2)S(=O)(=O)c1cc(Br)cc2c1N(C(=O)C1CC1)CC2 | 0.1 | x | -14[20 µM] | 5 | 1 | -82 | 2 | -0.79 | 6
Cc1ccc(S(C)(=O)=NC(=O)NC(=O)c2c(F)cccc2Cl)cc1 (stereo unspecified) | 0.4 | 0 | -16 | -18 | -8 | 8 | 9 | -0.29 | -1
O=C(CSc1nc(-c2ccccc2Cl)ns1)NCc1ccco1 | -0.4 | 3 | -5 | 0 | 3 | 13 | 3 | -0.5 | 0
Cc1nnc(SCc2cccc(Cl)c2)n(N)c1=O | 0.3 | 4 | -12 | -1 | 2 | 21 | -14 | -0.76 | 6
CCOc1ccc2nc(-c3ccccc3)nc(SCC(=O)Nc3ncc(C)s3)c2c1 | 1.4 | -5 | -26[20 µM] | 3 | -25 | -129 | -33 | x | 3
Cc1nc2ncnn2c(C)c1CCC(=O)NCCC1=CCCCC1 | -1.3 | 2 | -9 | 4 | -2 | 17 | 32 | 0.27 | 21
CSCCC(C(=O)N1CC2(C)CC1CC(C)(C)C2)N1C(=O)c2ccccc2C1=O (stereo unspecified) | -0.7 | 0 | -17[20 µM] | 11 | 0 | 16 | -2 | -0.037 | 14
O=C1NC[C@@H](Cc2cccc3ccccc23)N(CC2CCCCC2)C1=O | x | 0 | -28 | 0 | -2 | 6 | 0 | -3* | 4
O=C(CN1C2=NCCN2c2ccccc21)N1CCOCC1 | 0.2 | 3 | -16[20 µM] | 2 | 1 | -13 | -3 | 0.015 | 12
SMILES | PERK inhibitor | Rad51 HR inh | Furin inhibitor | FXIa inh | Thrombin inh | Calpain2 inh | KLK5 inh | Cl transport mod | FXIIa inh
O=C(Nc1ccccn1)[C@@H]1CCC(=O)N1C(=O)OCc1ccccc1 | 1.0 | 10 | -23 | -1 | 0 | -25 | -13 | 0.79 | 17
Cc1ccc(C)c(NC(=S)N2CCN(Cc3ccccc3)CC2)c1 | 1.6 | 2 | -27 | -1 | 4 | -12 | -7 | -1.3 | 1
FC(F)(F)c1cnc2c(c1)Nc1ccccc1S2 | 1.2 | -5 | -17 | 6 | 3 | -10 | -5 | 1.2 | 8
CCn1c(SCC(=O)NCc2cccs2)nnc1-c1cccs1 | -1.1 | -2 | 1[20 µM] | -2 | -5 | 9 | 8 | 0.64 | -6
O=S(=O)(c1ccccc1)N(CC(O)COc1ccccc1)c1ccccc1 (stereo unspecified) | -0.1 | 7 | -16 | 1 | -5 | 7 | -1 | x | 2
COc1ccc(CNS(=O)(=O)c2ccc3c(c2)CCN3C(=O)C2CC2)cc1 | 0.2 | -3 | 3[20 µM] | 7 | -2 | 6 | -2 | -0.0031 | 16
N=C1S/C(=C\c2ccco2)C(=O)N1c1nccs1 | -0.8 | -5 | -13 | 2 | 3 | 29 | -1 | 19* | 11
CC1(C)C(=O)Nc2ccccc2N1C(=O)COC(=O)CCSc1ccccc1 | -0.2 | -8 | 3[20 µM] | 0 | -7 | 5 | 5 | -0.26 | 3
CN1CCc2c(sc(NC(=O)c3ccc(S(=O)(=O)N4CCOCC4)cc3)c2C(N)=O)C1 | 0.7 | -7 | -13 | 8 | -2 | 11 | 0 | 0.61 | 20
Cc1ccc(Nc2nc3nonc3[nH]c2=O)cc1C | 0.7 | 7 | -4 | 9 | 2 | 16 | 7 | -2.6 | 13
O=C(CCN1CCc2ccccc2C1)Nc1cccc(F)c1 | -1.0 | 3 | -23[20 µM] | -1 | -5 | -25 | -8 | x | -1
CCOc1ccc(C(C)=O)cc1CN1C(=O)NC(C)(C2CC2)C1=O (stereo unspecified) | -0.6 | -16 | -22 | -1 | -5 | -12 | 13 | 0.14 | 9
CCOC(=O)Nc1ccc2c(c1)N(C(=O)CCN1CCN(C)CC1)c1ccccc1S2 | -0.9 | 0 | -4[20 µM] | 3 | 3 | -2 | -2 | -0.29 | 21
